# Source: PubChem BioAssay
# JMJD2A Tudor inh = inhibitors of human JMJD2A Tudor domain; Potency, µM (highest dose often 114 µM), for the others: top-dose activity change, negative = inhibition, actives largely listed as inhibitors; O75164; AlphaScreen JMJD2A-Tudor / H3K4me3 peptide binding; 390,000 compounds, 4.4% hits; AID 504339; note: potency is the fitted concentration of half-maximal effect; % is set by controls: 0 for no effect and ±100 for the full control effect; nearly all actives have a fitted effect of over 50% in size
# BAZ2B block = blocks human BAZ2B; 360,000 compounds, 4.4% hits; AlphaScreen BAZ2B-H3K14Ac peptide displacement; Q9UIF8; Potency, µM (top dose mostly 114 µM), without a hit: at the top dose activity change, negative = inhibition, usual class: inhibitors; note: potency is the fitted concentration of half-maximal effect; % is set by controls: 0 for no effect and ±100 for the full control effect; nearly all actives have a fitted effect of over 60% in size
#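 Compounds, titrated to a top concentration of 110 uM, were incubated 30 min at room temperature with preformed BAZ2B/acetyl-K14 H3 peptide complex (50 nM each). Proximity signal was measured by AlphaScreen after 20 min with beads.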
# Pin1 inhibitor = inhibitors of human Pin1. Potency, µM (highest dose often 115 µM), inactives show top-dose activity, negative = inhibition, usual class: inhibitors. AID 504891. 390,000 compounds, 0.009% hits. Pin1 FP peptide displacement, HiFluor488, 10 min. Q13526; active = well fitted inhibition curve with a large enough effect in the polarisation, with a control signal flat, not every such curve was filed as active; inconclusive = small, poorly fitted or top-dose-only effect, or effect the other way, or a change in a side signal; inactive = no such curve, though single readings can be large or run the other way; the % refers to the polarisation; note: potency is the fitted concentration of half-maximal effect; % is set by controls: 0 for no effect and ±100 for the full control effect
# HP1b binding inh = HP1-beta chromodomain-methylated histone interaction inhibition. AlphaScreen HP1-beta / biotin-H3K9me3 peptide binding. Potency, µM (series often up to 114 µM), without a hit: top-dose activity change, negative = inhibition, usual class: inhibitors. AID 540317. 390,000 compounds, 0.56% hits. P83916; note: potency is the fitted concentration of half-maximal effect; nearly all actives have a fitted effect of over 70% in size; inactives centre near 23
#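 Compound inhibition of the preformed complex between 50 nM HP1-beta and 50 nM biotinylated H3K9me3 peptide was read by AlphaScreen. Buffer was PBS pH 7.4 with 0.01% Tween-20. Incubations ran 30 min at room temperature, with 10 ug/mL donor/acceptor beads.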
# Pol eta inh = blocks human DNA polymerase eta activity. Q9Y253. recombinant Pol eta, fluorescent DNA replication assay. Potency, µM (top dose mostly 114 µM), for the others: top-dose activity change, negative = inhibition, actives largely listed as inhibitors. 390,000 compounds, 1.2% hits; note: potency is the fitted concentration of half-maximal effect; % is set by controls: 0 for no effect and ±100 for the full control effect
#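 Pol eta at 10 nM preincubated with compounds 15 min at room temperature; reaction started with fluorescent substrate (50 nM final) and read kinetically at 0 and 10 min.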
# PI4K2A block = inhibitors of human PI4K2A; Q9BTU6; purified PI4K2A, ADP-Glo luminescence, 1 h; hits give low values; activity change, negative = inhibition, % at 76.9 µM; 420,000 compounds, 0.13% hits; AID 1346378; in the data active = activity change below about -50%; inconclusive = mostly about -30% to -49%;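 note: -100% = wells without enzyme as full effect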
# Target sequence (Q9BTU6 whole entry, looked up): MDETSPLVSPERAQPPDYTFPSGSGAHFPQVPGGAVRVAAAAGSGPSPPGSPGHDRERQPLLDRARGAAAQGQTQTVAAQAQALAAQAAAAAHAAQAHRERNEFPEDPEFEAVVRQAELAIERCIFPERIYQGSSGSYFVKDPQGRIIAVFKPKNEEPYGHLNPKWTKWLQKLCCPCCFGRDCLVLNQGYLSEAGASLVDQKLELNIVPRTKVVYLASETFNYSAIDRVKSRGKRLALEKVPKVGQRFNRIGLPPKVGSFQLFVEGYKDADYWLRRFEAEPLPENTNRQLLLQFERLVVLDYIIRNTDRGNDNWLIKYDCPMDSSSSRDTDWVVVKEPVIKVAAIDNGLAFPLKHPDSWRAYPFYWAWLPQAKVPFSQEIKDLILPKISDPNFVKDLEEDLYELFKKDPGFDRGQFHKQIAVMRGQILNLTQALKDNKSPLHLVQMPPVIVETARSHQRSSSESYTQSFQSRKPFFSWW
#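 ADP-Glo luminescence measured ADP generated by PI4K2A enzyme (4 ug/mL before mixing) with 1.2 mM PI substrate (pre-mix) and 300 microM ATP (pre-mix). Tris pH7.5 buffer with MgCl2, Triton X-100; 1 h reaction at ambient temperature.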
# G9a inh = G9a (human) methyltransferase inhibition; Q96KQ7; G9a H3K9 monomethylation, AlphaScreen, 2 h; Potency, µM (highest dose often 102 µM), inactives show at the highest dose activity, negative = inhibition, actives largely listed as inhibitors; 350,000 compounds, 8.8% hits; note: potency is the fitted concentration of half-maximal effect; % is set by controls: 0 for no effect and ±100 for the full control effect; nearly all actives have a fitted effect of over 75% in size
#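 Step 1: enzyme (final 20 nM) with compound, 15 min RT. Step 2: substrate peptide 500 nM and SAM 20 uM, 2 h RT. Step 3: anti-H3K9me1 antibody and AlphaScreen beads, 10 min, then plate read.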
# GLS inh = blocks human kidney-isoform glutaminase activity. O94925. GLS enzymatic activity, qHTS titration. Potency, µM (series often up to 45.5 µM), inactives show top-dose activity change, negative = inhibition, hits mostly inhibitors. 410,000 compounds, 0.21% hits. AID 624170; note: potency is the fitted concentration of half-maximal effect; % is set by controls: 0 for no effect and ±100 for the full control effect
#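 Glutamate formation by hKGA was monitored fluorometrically using coupled glutamate oxidase, HRP and Amplex Red. Substrate was added as 1 mM L-glutamine solution; incubation was 30 min at RT after an initial read.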
# Tb PGK inh = T. brucei PGK inhibition | Potency, µM (series often up to 57.5 µM), for inactives: top-dose activity change, negative = inhibition, actives largely listed as inhibitors | PGK/GAPDH coupled, Kinase-Glo luminescence, 60 min | 380,000 compounds, 0.043% hits | AID 602233 | P07378; note: potency is the fitted concentration of half-maximal effect; % is set by controls: 0 for no effect and ±100 for the full control effect; nearly all actives have a fitted effect of over 60% in size
# Target sequence (P07378 whole entry, looked up): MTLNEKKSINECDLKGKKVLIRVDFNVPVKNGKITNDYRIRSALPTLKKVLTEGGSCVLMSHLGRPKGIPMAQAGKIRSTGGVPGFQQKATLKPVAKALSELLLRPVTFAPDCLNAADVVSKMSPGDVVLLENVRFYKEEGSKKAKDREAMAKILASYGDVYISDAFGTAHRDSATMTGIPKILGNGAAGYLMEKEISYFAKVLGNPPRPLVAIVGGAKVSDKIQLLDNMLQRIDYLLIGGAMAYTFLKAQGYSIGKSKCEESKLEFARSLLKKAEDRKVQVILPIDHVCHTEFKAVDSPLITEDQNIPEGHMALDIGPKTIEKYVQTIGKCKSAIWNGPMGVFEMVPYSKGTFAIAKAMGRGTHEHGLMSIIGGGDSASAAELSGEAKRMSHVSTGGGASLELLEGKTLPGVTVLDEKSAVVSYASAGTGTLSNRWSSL
#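 Luminescent ATP detection (Kinase-Glo Plus) follows a 60-minute room-temperature incubation, with wells lacking PGK as controls. Buffer: 100 mM TEA (pH 7.6), 5 mM MgCl2, 0.01% Tween-20. Coupling enzyme GAPDH (100 nM final) supplies unstable 1,3-BPG in-well.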
# An asterisk follows results filed as active; i = inactive; ? = inconclusive; nt = not tested or not shown; [ ] = another dose, or the depositor's remark. Unless noted, calls come from the whole dose curve; as a rule, active = well fitted curve in the direction sought with a large enough effect; inconclusive = small, poorly fitted or top-dose-only effect, or another doubt; inactive = no such curve, though single readings can be large; an effect the other way counts as inactive or inconclusive. This is a subset; count on the stated rates, not on these rows.
GLS inh	JMJD2A Tudor inh	HP1b binding inh	PI4K2A block	Pin1 inhibitor	BAZ2B block	G9a inh	Tb PGK inh	Pol eta inh	SMILES
1%	-36%	-10%	5	-5%	-7%	-25%	1%	-10%	Cc1ccc(NC(=O)CN2C(=O)NC3(CCc4ccccc43)C2=O)cc1S(=O)(=O)N1CCCCC1 (stereo not given)
5%	-8%	34%	1	-1%	10%	-2%[59 µM]	nt	-14%	Cc1cc(C)c2[nH]c(=O)c(CN(Cc3nnnn3C3CCCC3)C3CCCCC3)cc2c1
-7%	2%	26%	17	-3%	5%	7%	-4%	-13%	Cc1ccc2[nH]cc(S(=O)(=O)c3ccc(C(C)C)cc3)c(=O)c2c1
-5%	-10%[11.4 µM]	42%[activator]	-1	-1%	-13%	8%[59 µM]	6%	-20%	CCOCC(=O)N1CCN(c2ccccc2OC)CC1
2%	-7%	39%[activator]	-1	?	-17%	nt	7%	-13%	O=C(COC(=O)c1cccc(Br)c1)NCCNC(=O)COC(=O)c1cccc(Br)c1
0%	-5%	26%	-2	-4%	nt	-9%[59 µM]	-4%	-7%	CCn1c(COc2ccccc2C)nnc1SCC(=O)N1CCC(C)CC1
19%	?	-20%	3	0%	-57%	?	-5%	-14%	Oc1ccc(-c2nc3ccccn3c2NCc2ccc3c(c2)OCO3)cc1
-3%	2%	58%[activator]	3	-2%	nt	nt	-5%	-15%	CN1CCN(C(=O)c2ccc3c(=O)n(CCc4ccccc4)c(=S)[nH]c3c2)CC1
-5%	8%	41%[activator]	-7	-5%	2%	1%	-4%	-7%	C[C@H](CO)NC(=O)[C@@H]1C[C@H]1[C@@H](NP(=O)(c1ccccc1)c1ccccc1)c1ccccc1
-6%	-1%	35%	-9	-6%	42%[activator]	-1%[12.7 µM]	-9%	-12%	Cc1noc(C)c1C(=O)NCc1cccs1

# 5 records drawn at random from those above, as already listed:
GLS inh	JMJD2A Tudor inh	HP1b binding inh	PI4K2A block	Pin1 inhibitor	BAZ2B block	G9a inh	Tb PGK inh	Pol eta inh	SMILES
0%	-5%	26%	-2	-4%	nt	-9%[59 µM]	-4%	-7%	CCn1c(COc2ccccc2C)nnc1SCC(=O)N1CCC(C)CC1
1%	-36%	-10%	5	-5%	-7%	-25%	1%	-10%	Cc1ccc(NC(=O)CN2C(=O)NC3(CCc4ccccc43)C2=O)cc1S(=O)(=O)N1CCCCC1 (stereo not given)
2%	-7%	39%[activator]	-1	?	-17%	nt	7%	-13%	O=C(COC(=O)c1cccc(Br)c1)NCCNC(=O)COC(=O)c1cccc(Br)c1
-3%	2%	58%[activator]	3	-2%	nt	nt	-5%	-15%	CN1CCN(C(=O)c2ccc3c(=O)n(CCc4ccccc4)c(=S)[nH]c3c2)CC1
-7%	2%	26%	17	-3%	5%	7%	-4%	-13%	Cc1ccc2[nH]cc(S(=O)(=O)c3ccc(C(C)C)cc3)c(=O)c2c1

# Following part
GLS inh	JMJD2A Tudor inh	HP1b binding inh	PI4K2A block	Pin1 inhibitor	BAZ2B block	G9a inh	Tb PGK inh	Pol eta inh	SMILES
3%	7%	46%[activator]	-3	-4%	-29%	-38%	-3%	-17%	Cc1cc(NS(=O)(=O)c2ccc(NC(=O)Cc3ccc(Cl)c(Cl)c3)cc2)no1
-1%	-16%	23%	0	-3%	-3%	-4%	-8%	-9%	Cc1ccc(Nc2c3c(nc4ncnn24)CCC3)cc1
9%	-32%	8%	2	-4%	?	-58%[59 µM]	-1%	-7%	COc1cc2cc(CN(Cc3cccs3)C(=S)Nc3ccc(C)cc3)c(=O)[nH]c2cc1OC
16%	-22%	14%	-8	0%	?	?	-3%	-3%	CC(=O)N1CCN(c2ccc(NC(=O)c3cccc(OCc4ccccc4)c3)cc2)CC1
2%	-15%	-10%	2	1%	-4%	5%	-3%	-13%	O=C(Nc1ccc(S(=O)(=O)Nc2ncccn2)cc1)C1COc2ccccc2O1 (stereo not given)
-7%	-9%	23%	2	5%	1%	?	-8%	8%	Cc1ccc2[nH]c3nc(SCCN4CCOCC4)nnc3c2c1
2%	-27%	-23%	1	3%	-37%	?	4%	-4%	CC1CCCC(C)N1C(=O)COC(=O)CSc1ccc([N+](=O)[O-])cc1 (stereo not given)
-2%	5%	36%	6	-1%	6%	6%[59 µM]	-5%	-14%	O=C(c1ccccc1Sc1cccc2ccccc12)N1CCOCC1
11%	-7%	28%	5	1%	-19%	24%[59 µM]	8%	-6%	Cn1c(=O)cc(OCCCC(=O)NCc2cccnc2)c2ccccc21
-4%	-9%	34%	0	-11%	9%	-32%	-1%	-6%	COc1cccc(CCNS(=O)(=O)CCNC(=O)c2cccc(OC)c2)c1
-3%	-13%	11%	-5	-2%	?	?	-6%	8%	CCOc1cccc(/C=C/c2cc(C(=O)O)c3ccccc3n2)c1OC
-5%	-9%	23%	-2	5%	-1%	7%	5%	10%	O=C(O)CCC(=O)Nc1cccc(C(=O)Nc2ccc(Br)cc2)c1
5%	-13%	34%	2	5%	-3%	4%[59 µM]	7%	1%	O=C(NCCCN1CCCCC1)C1CC(=O)N(CCc2ccccc2)C1 (stereo not given)
3%	-16%	15%	-2	34%[activator]	-4%	-2%[59 µM]	4%	-21%	CCc1ccc(C(=O)CC2(O)C(=O)N(CCc3ccccc3)c3ccc(Cl)cc32)cc1 (stereo not given)
-12%	2%	14%	-5	-2%	3%	0%[59 µM]	-7%	-3%	Cc1ccc(-c2cn3cc(C)ccc3n2)cc1
?	?	?	6	-2%	-33%	?	0%	-10%	O=C(NC(=S)Nc1ccc(N2CCN(C(=O)c3ccccc3)CC2)cc1)c1cccs1
-13%	-12%	8%	-4	-12%	-4%	9%	2%	-20%	N/C(=N\c1nc2c(c(=O)[nH]1)CCCC2)Nc1ccccc1Sc1ccccc1
-15%	-3%	14%	-14	-1%	5%	nt	4%	7%	COc1ccc(S(=O)(=O)NN(C)C(=O)c2nn(-c3ccccc3)ccc2=O)cc1
-2%	-3%	73%[activator]	-6	3%	4%	40%[activator][12.7 µM]	i	-6%	CN(c1ccccc1)S(=O)(=O)c1cccc(C(=O)NC2CC(C)(C)NC(C)(C)C2)c1
2%	-16%	35%[activator]	4	0%	-4%	-51%	-5%	-2%	CC1CCCCN1CCNC(=O)c1cnn2ccccc12 (stereo not given)
5%	-14%	10%[57 µM]	-2	-5%	-3%	-5%[59 µM]	-5%	-3%	O=C(CSc1n[nH]c(-c2ccccc2Cl)n1)N1CCN(c2ccc(F)cc2)CC1
-3%	?	-15%	-1	0%	-6%	?	0%	-22%	N#Cc1ccc(N2CCOCC2)c([N+](=O)[O-])c1
8%	-3%	23%	-1	7%	7%	-22%[59 µM]	-1%	-4%	CC(C)CC(=O)Nc1ccc(C(=O)COC(=O)C2CC(=O)N(Cc3ccccc3)C2)cc1 (stereo not given)
-3%	-34%	14%	0	?	-18%	-23%[59 µM]	7%	-20%	O=C(Cn1ncc2c3ccccc3n(Cc3cccc(Cl)c3)c2c1=O)N1CCCCCC1
7%	-29%	-13%	-9	-12%	50µM*	?	-9%	-30%	C[C@@H](C(=O)NCc1ccco1)N1C(=O)N2CCc3c([nH]c4ccccc34)[C@@]2(C)C1=O
?	?	?	-8	13%	79µM*	45µM*	-6%	?	CCOc1ccc(/C=C2/SC(=S)N(C(C(=O)O)c3ccccc3)C2=O)cc1OCC (stereo not given)
0%	9%	30%	-1	0%	1%	1%[59 µM]	-7%	-15%	CN(C)S(=O)(=O)N1CCC(n2c(C(F)(F)F)nc3cccnc32)CC1
-3%	?	28%	4	2%	-4%	13%[12.7 µM]	-3%	-8%	O=C(CCSc1nccn1Cc1ccccc1)N1CCOCC1
15%	?	25%	-4	-11%	-2%	16%	-4%	-12%	CC1(C)CC(=O)C2=C(C1)Nc1ccccc1NC2c1ccc(F)c(F)c1 (stereo not given)
8%	-6%	30%[activator]	7	-5%	0%	21%[12.7 µM]	i	5%	COc1cccc(OC)c1C(=O)N1CCN=C1SCc1cccnc1
12%	-16%	32%	-2	-4%	5%	5%[12.7 µM]	2%	-12%	CCOC(=O)c1ccc2c(c1)nc(SC(C)C(=O)NCC1CCCO1)n2CC (stereo not given)
-9%	nt	nt	8	nt	nt	nt	-7%	-15%	Cn1c(SCC(=O)N2CCCC2)nc2c(c1=O)SCC2
0%	-10%	17%	-3	7%	15%	nt	i	-6%	O=C(CNC(=O)c1ccc(Br)o1)Nc1ccccc1
8%	-5%	42%	-4	?	6%	-4%[59 µM]	-4%	-5%	Nc1c(C(=O)Nc2ccc(F)cc2)sc2nc(-c3cccs3)cc(C(F)(F)F)c12
-1%	-1%	25%	-2	-1%	-11%	-12%	-3%	-5%	Cc1cccc(NS(=O)(=O)c2cc(C(=O)N3CCOCC3)ccc2Cl)c1
6%	-10%	0%	-2	-1%	4%	8%[59 µM]	1%	-11%	CCCn1c2ccccc2c2cnn(CC(=O)Nc3ccccc3OC)c(=O)c21
